Screening data deposited in PubChem by Fisher Drug Discovery Resource Center.
mcGAS lum – cyclic GMP-AMP synthase inhibitors, mouse, primary biochemical chemiluminescence. Q8C6L5. recombinant cGAS, Kinase-Glo ATP depletion luminescence. inhibition, % at 12.5 µM. hit rate 0.15% among 160,000. AID 1259399, 2018;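 note: 0% = negative control wells and 100% = reference inhibitor with no enzyme activity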
NPYLR7 ag – agonists of mosquito NPYLR7 receptor, primary screen, cell-based, Aedes aegypti, calcium fluorescence, mosquito biting behavior; hit rate 0.15% among 270,000; AID 1259423, 2018; activation, % at 10 µM; HEK293T NPYLR7/Galpha15, GCaMP6s calcium fluorescence; Aedes aegypti neuropeptide Y-like receptor 7 (NPYLR7); in the data active = activation above about 40%;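 note: 0% = vehicle and 100% = reference agonist at the receptor; some compounds past the cut are filed as inactive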
hcGAS lum – Primary biochemical luminescence assay for human cyclic GMP-AMP synthase inhibitors. Q8N884. recombinant h-cGAS, ATP depletion, Kinase-Glo luminescence. inhibition, % at 12.5 µM. hit rate 0.081% among 290,000;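 note: 0% = vehicle reaction and 100% = reaction without DNA for no activity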
Target sequence (Q8N884 whole entry, looked up): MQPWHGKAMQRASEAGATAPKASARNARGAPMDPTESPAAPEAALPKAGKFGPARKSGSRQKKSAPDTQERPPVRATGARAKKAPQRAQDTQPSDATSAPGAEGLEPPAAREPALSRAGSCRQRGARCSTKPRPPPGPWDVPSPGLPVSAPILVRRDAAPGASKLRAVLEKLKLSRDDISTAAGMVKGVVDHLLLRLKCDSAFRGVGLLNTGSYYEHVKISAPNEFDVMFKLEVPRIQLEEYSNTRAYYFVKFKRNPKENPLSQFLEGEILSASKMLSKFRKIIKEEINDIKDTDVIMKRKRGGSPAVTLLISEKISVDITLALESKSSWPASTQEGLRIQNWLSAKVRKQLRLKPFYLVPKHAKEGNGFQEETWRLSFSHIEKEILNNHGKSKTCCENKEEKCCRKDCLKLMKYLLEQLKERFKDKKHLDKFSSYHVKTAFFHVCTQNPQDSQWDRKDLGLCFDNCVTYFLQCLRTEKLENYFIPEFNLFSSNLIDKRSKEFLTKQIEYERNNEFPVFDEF
The depositor's hits bear a star; · = not tested or not shown; & = joins results of further samples. Cut-off read from the data, not from the text of the source, unless noted: active = inhibition above about 40%; inactive = the rest.

SMILES	mcGAS lum	NPYLR7 ag	hcGAS lum
CC(C)CCCC1CN(S(=O)(=O)N2CCCCC2)CCO1 (configuration not stated)	-13	2	-3
CCOc1ccc(C2CC(c3ccc(C)c(C)c3)=NN2C(=O)CN2CCCC2)cc1 (configuration not stated)	-8	0	-9
NC(=O)C1c2ccccc2CCN1S(=O)(=O)/C=C/c1ccccc1 (configuration not stated)	·	-1	-3
Cn1c(C2CCCCCN2)cc2ccccc21 (configuration not stated)	·	2	6
CCOC(=O)CNC(=O)Cn1c(=O)n(-c2ccc(C)cc2)c(=O)c2oc3ccccc3c21	-3	-6	1
Cc1cc2c(cc1Cl)C(=O)CC1(CCN(C(=O)OCCSc3ccc(C(F)(F)F)cn3)CC1)O2	-5	-6	-3
Cc1ccc(C(=O)Nc2ccccc2CC(N)=O)cc1F	·	-1	-17
CCC(CC)C(CNC(=O)c1cnn(C)c1-n1cccc1)N1CCOCC1 (configuration not stated)	-10	-1	0
CCCCn1c(=O)c2c(nc3n(C(C)c4ccccc4)c(C)cn23)n(C)c1=O (configuration not stated)	·	-8	0
COc1ccc(/C=C2\SC(=S)N(c3ccc(C(=O)O)cc3)C2=O)cc1OC	-7	-4	5
CC(C)c1cc(C(=O)N2CCCC3(CC2)CN(C)C(=O)O3)no1 (configuration not stated)	·	8	-1
Cc1ccc(-c2nn(CC(=O)N3CCc4ccccc43)c(=O)c3nc(C)sc23)c(C)c1	-7	2	2
O=C1CCC2(CCCO2)CCN1Cc1cnn(-c2ccccc2F)c1 (configuration not stated)	-13	·	-4
COC(=O)c1ccc(NC(=O)c2nnn(-c3ccccc3)c2C)cc1	-6	3	-1
Cn1c(=O)n(Cc2ccc(Br)cc2)c(=O)c2c1nc1oc(C(C)(C)C)cn12	3	4	0
Oc1ccc(C=NNc2ccc(C(F)(F)F)cn2)cc1O	·	0	-1
COc1cccc(NC(=O)CCC2CCN(C(=O)c3cc(C)oc3C)CC2)c1	·	17	-5&-6
O=C1NCC2(CCCN(C(=O)c3coc4c3C(=O)CCC4)CC2)O1 (configuration not stated)	·	7	2
CCOC(=O)N1CCC(C(=O)Nc2nc3ccccc3[nH]2)CC1	-8	12	-8
CC(=O)c1ccc(N2C(=O)CC(SC(N)=N/N=C(/C)c3cccs3)C2=O)cc1 (configuration not stated)	-6	-5	-11
COc1ccc(C2NC(=O)NC3=C2C(=O)N(CCC2=CCCCC2)C3)cc1 (configuration not stated)	-7	13	-8
O=S(=O)(c1cc(Cl)cc(Cl)c1O)N1CCCC1	·	0	-5
CSc1ccc(NC(=O)N2CCCN(c3nc(Cc4ccc(C)cc4)ns3)CC2)cc1	-5	14	-11
Oc1oc(-c2cccc3ccccc23)nc1C=Nc1ccc(F)c(Cl)c1	·	-2	-3
Cc1cn(-c2ccc(Br)cc2)[nH]c1=O	·	-1	-6
Cn1ccnc1P(=O)(O)c1ccccc1	·	6	0
COC(=O)c1ccc(NC(=O)CCCn2nc(-c3ccc(C)cc3)ccc2=O)cc1	1	-8	3
CC(C)C1N=C2c3ccccc3N=C(SCc3cc(=O)n4ccccc4n3)N2C1=O (configuration not stated)	·	7	-7
Cn1cc(N2CCCC(NC(=O)NCC(O)C3CC3)C2)cn1 (configuration not stated)	·	1	-9
Cc1cccc2c1NC1(CCN(Cc3ccoc3)CC1)NC2=O	-5	-3	-8
COc1cn(CC(=O)NCc2ccc(F)cc2)c(CN2CCOCC2)cc1=O	-2	2	-2
Cc1[nH]c2ccccc2c1SCC(=O)Nc1ccccc1	·	2	1
CC(C)CNC(=O)C1(C)CCCN1Cc1ccccc1-c1ccccc1 (configuration not stated)	·	2	-15
Cn1cc(CN(C(=O)CSCc2ccccc2Cl)C2CC2)cn1	·	-1	-4
CCCCN(CC(=O)N1CCc2sccc2C1c1ccc(Cl)cc1)C(=O)COC (configuration not stated)	-4	-8	-4
Cc1ccc(NC(=O)c2c(N)c(C(=O)c3ccc(C)cc3)n3ccccc23)cc1	-9	-3	-6
O=C(NCc1cnn2ccccc12)c1cccc(Cn2cccn2)c1	2	-5	2
Cn1c(=O)[nH]c(=O)c2c1nc1n2CCCN1c1ccccc1	-8	6	-4
CCOC(=O)c1c(NC(=O)COc2ccc(Cl)cc2)sc(C(=O)Nc2ccccc2OC)c1C	·	-5	-5
CC(C)CN(Cc1cccn1Cc1ccccc1Cl)C(=O)CN(C(=O)C(c1ccccc1)c1ccccc1)C(C)C	-4	-6	-3

Exported with values under each structure: part of the list above.
Every second line gives: mcGAS lum | NPYLR7 ag | hcGAS lum
Oc1ccc(C=NNc2ccc(C(F)(F)F)cn2)cc1O
→ · | 0 | -1
COc1cccc(NC(=O)CCC2CCN(C(=O)c3cc(C)oc3C)CC2)c1
→ · | 17 | -5&-6
O=C1NCC2(CCCN(C(=O)c3coc4c3C(=O)CCC4)CC2)O1 (configuration not stated)
→ · | 7 | 2
CCOC(=O)N1CCC(C(=O)Nc2nc3ccccc3[nH]2)CC1
→ -8 | 12 | -8
CC(=O)c1ccc(N2C(=O)CC(SC(N)=N/N=C(/C)c3cccs3)C2=O)cc1 (configuration not stated)
→ -6 | -5 | -11
COc1ccc(C2NC(=O)NC3=C2C(=O)N(CCC2=CCCCC2)C3)cc1 (configuration not stated)
→ -7 | 13 | -8
O=S(=O)(c1cc(Cl)cc(Cl)c1O)N1CCCC1
→ · | 0 | -5
CSc1ccc(NC(=O)N2CCCN(c3nc(Cc4ccc(C)cc4)ns3)CC2)cc1
→ -5 | 14 | -11
Oc1oc(-c2cccc3ccccc23)nc1C=Nc1ccc(F)c(Cl)c1
→ · | -2 | -3
Cc1cn(-c2ccc(Br)cc2)[nH]c1=O
→ · | -1 | -6
Cn1ccnc1P(=O)(O)c1ccccc1
→ · | 6 | 0
COC(=O)c1ccc(NC(=O)CCCn2nc(-c3ccc(C)cc3)ccc2=O)cc1
→ 1 | -8 | 3
CC(C)C1N=C2c3ccccc3N=C(SCc3cc(=O)n4ccccc4n3)N2C1=O (configuration not stated)
→ · | 7 | -7
Cn1cc(N2CCCC(NC(=O)NCC(O)C3CC3)C2)cn1 (configuration not stated)
→ · | 1 | -9
Cc1cccc2c1NC1(CCN(Cc3ccoc3)CC1)NC2=O
→ -5 | -3 | -8
COc1cn(CC(=O)NCc2ccc(F)cc2)c(CN2CCOCC2)cc1=O
→ -2 | 2 | -2
Cc1[nH]c2ccccc2c1SCC(=O)Nc1ccccc1
→ · | 2 | 1
CC(C)CNC(=O)C1(C)CCCN1Cc1ccccc1-c1ccccc1 (configuration not stated)
→ · | 2 | -15
Cn1cc(CN(C(=O)CSCc2ccccc2Cl)C2CC2)cn1
→ · | -1 | -4
CCCCN(CC(=O)N1CCc2sccc2C1c1ccc(Cl)cc1)C(=O)COC (configuration not stated)
→ -4 | -8 | -4
Cc1ccc(NC(=O)c2c(N)c(C(=O)c3ccc(C)cc3)n3ccccc23)cc1
→ -9 | -3 | -6

Back to the main list with the two entries that preceded the break.
SMILES	mcGAS lum	NPYLR7 ag	hcGAS lum
CCOC(=O)c1c(NC(=O)COc2ccc(Cl)cc2)sc(C(=O)Nc2ccccc2OC)c1C	·	-5	-5
CC(C)CN(Cc1cccn1Cc1ccccc1Cl)C(=O)CN(C(=O)C(c1ccccc1)c1ccccc1)C(C)C	-4	-6	-3
O=C(CN1CCOc2ccccc2C1)NC1CCCN(CCc2ccccc2)C1 (configuration not stated)	·	5	-9
CCOc1ccc(-c2ccnc(N3CCN(C(=O)c4ccc(C(F)(F)F)c(F)c4)CC3)n2)cc1	-6	5	-5
O=C(NCc1ccco1)C12CC3CC(CC(C3)C1)C2	·	2	-9
Cc1ccc(NC(=O)COc2coc(CN3CCc4ccccc43)cc2=O)c(C)c1	-7	0	-7
Cc1nc2ccccn2c(=O)c1NC(=O)c1ccccc1C(F)(F)F	·	2	-11
CCC1=NN(C(=O)c2cccs2)C(O)(C(F)(F)F)C1 (configuration not stated)	·	-3	-3
COc1ccccc1OCC1CN(C(=O)c2cccc(NC(C)=O)c2)CCO1 (configuration not stated)	-8	-5	-5
COc1cccc(COC(CN2CCN(S(=O)(=O)c3ccc(F)cc3F)CC2)c2ccc(Cl)cc2)c1 (configuration not stated)	-3	19	2
CC(C)Oc1ccc(Cl)cc1C(N)=O	·	6	-1
CC(O)c1ccc(N2CCOCC2)cc1Cl (configuration not stated)	·	11	-6
COCCn1c(O)c(C=NCCNC(C)=O)c(=O)[nH]c1=S	·	-5	2
COc1ccc2c(=O)c(Oc3ccc(F)cc3)c(C(F)(F)F)oc2c1	·	-6	-5
COc1cc(/C=C/C(=O)Nc2c3c(nn2-c2ccc(Cl)cc2)CSC3)cc(OC)c1OC	-9	-2	-4
CN(CC1CCCCO1)S(=O)(=O)NCc1ccccc1 (configuration not stated)	·	2	-6
Clc1cccc(N2CCN(C3CCCN(CC4CCCC4)C3)CC2)c1 (configuration not stated)	·	17	-6
CCOC1CC1C(=O)NC1CCCOc2ccccc21 (configuration not stated)	·	-16	5
CC(C)c1cnc2c(c1SCC(=O)N1CCCCCC1)c(=O)n(C)c(=O)n2C	-3	-1	4
Cc1nn(C)c(Cl)c1S(=O)(=O)NC(=O)C1(C)CCN1C(=O)Cc1cccs1 (configuration not stated)	·	1	2
OCc1ccc(-c2nccn2CCc2ccccc2Cl)o1	-17	-5	-4
O=C(O)[C@H]1C[C@@H](C(=O)NC2CC2)CN(Cc2cn[nH]c2C2CCCCC2)C1	·	4	-9
COCCn1c(C)c(C)n2c3c(=O)n(CC(N)=O)c(=O)n(C)c3nc12	·	5	-8
COC[C@H](Cc1ccccc1)NC(=O)CCC1NC(=O)c2ccccc2N(Cc2ccccc2)C1=O (some centres not stated)	·	0	-11
CCn1c(SCC(=O)N2CCC(C)CC2)nc2c(c1=O)SCC2	-10	-1	-8
COC(C)(C)CC(C)NC(=O)N1CCN(C(C)C(F)(F)F)CC1 (configuration not stated)	·	-1	2
O=C(c1cnc2ccccn12)N(CC1CCC1)CC1CCCO1 (configuration not stated)	-9	10	3
Cn1c(CNCCCN2CCc3ccccc3C2)nc2ccccc21	·	3	-13
Cc1ccccc1NC(=O)CSc1ccnc(=O)[nH]1	-5	-1	-5
COc1cc2c(cc1OC)CN(C(=O)c1cn(Cc3ccccc3F)nn1)CC2	·	11	-3
O=C1CCNc2ncc(Br)cc2CN1CC(F)F	-4	5	-2
OC(c1ccc(F)cc1)c1ncc(-c2cccc(C(F)(F)F)c2)[nH]1 (configuration not stated)	·	6	3
c1csc(CN2CCC(Cc3ccc(-n4cccc4)cc3)CC2)c1	-6	1	-1
CC(C)c1ccc(CC(=O)N2CCC2(C)C(=O)Nc2ccccc2)cc1 (configuration not stated)	-3	7	-9
CCCCCCCCCCCSc1nc2ccccc2[nH]1	3	-20	6
COc1ccc(OC2CCN(C(=O)C3CC3)CC2)c(C(=O)NCc2cnc(C)cn2)c1	·	0	-5
CCOc1ccc(NC(=O)N[C@@H]2C[C@@H]3C[C@H]([C@H]2C)C3(C)C)cc1	0	-24	0
COCCNC(=O)Cn1nc2c(c1NC(=O)c1cccc(C(F)(F)F)c1)CSC2	0	-5	-1
COc1ccc(F)c(CN2CCC3(CC2)CNC(=O)C3)c1Cl	-8	-3	-2
COC(=O)c1cc(COC(=O)CNC(=O)c2cccc(C)c2)oc1C	·	0	0
O=C1N(Cc2ccccn2)C(=O)C2(CCN(Cc3ccsc3)CC2)N1Cc1ccccc1	-10	5	1
C/C=C(/OC)C(=O)N1CCC(n2c(C)nc3cc(C(F)(F)F)ccc32)CC1	-8	·	-11
COc1ccccc1CN(CCc1c[nH]c2ccccc12)C(=O)CN(C(=O)CCc1ccccc1)C1CC1	-3	4	-2
OC[C@@]12CCC[C@@H]1CN(Cc1cc3n(n1)CCCNC3)C2	·	4	-2
CCc1nc2ccc(C(=O)N3CCNC(=O)C3)cn2c1N(C)Cc1cccs1	-3	3	-5
CCN1CCN(CC(C)CNC(=O)N2CCSC(C)C2C)CC1 (configuration not stated)	·	0	-10
COCCN(Cc1ccsc1)C(=O)[C@@H]1C[C@H](N)CN1C	·	-13	-3
CCOC(=O)C1(C)CCCCN1C(=O)c1cccc(C#N)c1 (configuration not stated)	·	3	-10
CC(C)(C)OC(=O)NC1CCN(C(=O)CCc2cccc(F)c2F)CC1	·	5	-2
O=C(Nc1ccc(-c2ccc(N3CCCC3)nn2)cc1)c1ccc(F)cc1	-10	2	-3
CCOc1ccc(C(=O)c2nc3c(n2O)CCCCC3)cc1	·	15	-11
COCCn1c(C)cc(O)c(C(c2cccnc2)N2CCC(C)CC2)c1=O (configuration not stated)	·	6	-9
CC(C)Cn1c(SCc2cn3ccsc3n2)nc2sc3c(c2c1=O)CCCC3	·	2	-14
CCCNC(=O)Cn1c(-n2nc(C)cc2C)nc(CCC)cc1=O	-9	-2	-13
CN1C(=O)N(C)C2(CCN(C(=O)Cc3ccc(Cl)cc3)CC2)C1=O	·	-10	5
CC1CC(C)CN(c2ncnc(N)c2[N+](=O)[O-])C1 (configuration not stated)	-6	10	-2
Cn1c(N)c(-c2nc(-c3ccc4c(c3)OCO4)c(C(=O)C(C)(C)C)s2)c(=O)n(C)c1=O	·	0	0
COc1ccc(CCN(C)C(=O)c2cc(C)n3nc(C(C)(C)C)cc3n2)cc1OC	-6	2	-3
COC(=O)c1ccc(CN2CCN(c3cccc(OC)c3)C(=O)C2C)cc1 (configuration not stated)	-4	5	-5
COc1ccc(CCN(Cc2ccc(C)o2)C(=O)CN(CCN2CCOCC2)C(=O)c2cccc(Br)c2)cc1OC	-5	-4	-4
O=S(=O)(c1ccccc1F)N1CCN(c2nccc(-c3ccc(Oc4ccccc4)cc3)n2)CC1	-7	5	-9
CCn1nnc2c(Nc3ccc(OC(F)F)cc3)ncnc21	-11	16	-12
COc1ccccc1Oc1ncccc1CNCc1ccccc1Cl	·	13	-4
Cc1noc(C)c1CCC(=O)Nc1cccc2c1CCCC2	·	5	-12
